Screening data (PubChem)
GAA glycogen – inhibitors or activators of human alpha-glucosidase glycogen cleavage; AID 2100; recombinant GAA, glycogen substrate, Amplex Red glucose oxidase fluorescence; Potency, µM (top dose mostly 76.4 µM), for the others: at the highest dose activity change, negative = inhibition, usual class: inhibitors; hit rate 0.38% among 300,000; P10253;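 note: 0% = full enzyme reaction and -100% = no-enzyme basal signal; the screen sought inhibitors and activators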
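Natural-substrate format: glycogen cleavage by 4 nM human enzyme, glucose read by Amplex Red coupling (Ex 573, Em 610 nm). Normalized to enzyme and no-enzyme controls.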
TexasRed fluor – alters Texas Red total fluorescence, flagging assay interference; TRb/SRC2 Texas Red total fluorescence interference; Potency, µM (titrated, usually from 106 µM), for inactives: top-dose fluorescence change, negative = quenching; hit rate 0.29% among 280,000; active = well fitted curve in either direction with a large enough effect; inconclusive = small, poorly fitted or top-dose-only effect
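Human TRβ ligand-binding domain (0.6 uM) and Texas Red SRC2 peptide (20 nM) in Tris buffer with 1 uM T3 and 5% DMSO were incubated with pinned compound for 5 hr at ambient temperature. Total fluorescence was computed as S + 2P (555/632 nm).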
TRb SRC2 PPI – inhibitors of human thyroid hormone receptor beta-SRC2 interaction. P10828. TRbeta-SRC2 peptide binding, fluorescence polarization; receptor liganded with 1 µM T3. Potency, µM (titrated, usually from 106 µM), for inactives: at the highest dose activity change, negative = inhibition, hits mostly inhibitors. hit rate 0.065% among 280,000;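 note: plate controls were bound peptide for no effect and peptide without receptor for full effect; nearly all actives have a fitted effect of over 50% in size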
Target sequence (P10828 whole entry, looked up): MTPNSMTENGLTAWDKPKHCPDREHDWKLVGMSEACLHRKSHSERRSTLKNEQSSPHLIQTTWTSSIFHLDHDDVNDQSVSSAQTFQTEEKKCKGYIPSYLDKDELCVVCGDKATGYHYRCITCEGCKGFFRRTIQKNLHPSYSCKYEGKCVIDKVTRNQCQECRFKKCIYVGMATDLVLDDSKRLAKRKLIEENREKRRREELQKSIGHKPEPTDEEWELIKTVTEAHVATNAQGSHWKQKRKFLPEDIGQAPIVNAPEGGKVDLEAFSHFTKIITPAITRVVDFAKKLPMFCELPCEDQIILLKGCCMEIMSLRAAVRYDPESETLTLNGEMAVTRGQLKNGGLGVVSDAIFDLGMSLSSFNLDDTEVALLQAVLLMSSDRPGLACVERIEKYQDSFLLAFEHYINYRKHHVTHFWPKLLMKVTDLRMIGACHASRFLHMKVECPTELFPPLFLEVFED
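Fluorescence polarization of 20 nM Texas Red SRC2 peptide (20-aa NR interaction domain) bound to 0.6 uM human TRb ligand-binding domain, with 1 uM T3, after 5 hr at ambient temperature; inhibition seen as decreased polarization.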
RGS12 GoLoco inh – RGS12 GoLoco-Gai1 interaction inhibition. AID 880. Gai1:RGS12 GoLoco peptide FP, rhodamine, 10 min. Potency, µM (highest dose often 61.6 µM), inactives show at the highest dose activity, negative = inhibition, most hits filed as inhibitors. P63096. hit rate 0.44% among 230,000; active = well fitted inhibition curve with a large enough effect, not every such curve was filed as active; inactive = no such curve, though single readings can be large or run the other way; note: nearly all actives have a fitted effect of over 30% in size; many of its hits are not listed in these tables
Target sequence (P63096 whole entry, looked up): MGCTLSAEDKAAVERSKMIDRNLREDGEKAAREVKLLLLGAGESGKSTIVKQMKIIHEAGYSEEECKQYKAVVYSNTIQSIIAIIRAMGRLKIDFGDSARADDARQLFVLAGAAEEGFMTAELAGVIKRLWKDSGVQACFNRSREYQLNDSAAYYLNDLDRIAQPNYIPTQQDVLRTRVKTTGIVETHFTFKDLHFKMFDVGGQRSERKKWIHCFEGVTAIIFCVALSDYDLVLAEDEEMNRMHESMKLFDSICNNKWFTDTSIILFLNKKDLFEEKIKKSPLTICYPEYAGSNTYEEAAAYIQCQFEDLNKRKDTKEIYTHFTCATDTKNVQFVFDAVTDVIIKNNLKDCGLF
L3MBTL1 inh – inhibitors of human L3MBTL1. Q9Y468. AlphaScreen L3MBTL1–H3K9me1 peptide binding. Potency, µM (highest dose often 57.1 µM), for inactives: at the highest dose activity, negative = inhibition, most hits filed as inhibitors. hit rate 0.66% among 230,000; note: nearly all actives have a fitted effect of over 60% in size
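Displacement of a biotinylated histone H3(1-15) peptide monomethylated at Lys9 (75 nM) from L3MBTL1 (50 nM) was measured by AlphaScreen after a 30 min room-temperature compound incubation; cefsulodin titration served as intraplate control.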
RECQ1 inh – blocks DNA unwinding by human RECQ1; P46063; RECQ1 DNA unwinding, red fluorescence kinetic read; Potency, µM (doses to about 57.3 µM), for the others: top-dose activity, negative = inhibition, most hits filed as inhibitors; hit rate 0.54% among 240,000;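 note: plate controls were vehicle for no effect and no enzyme for full effect; nearly all actives have a fitted effect of over 30% in size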
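RECQ1T1 50 nM; forked duplex (20 bp + 30-nt ss tails) 200 nM, ATP 2 mM final; pH 8.0, 2 mM MgCl2, 2.5 ug/ml poly(dI-dC); 15 min compound preincubation; discontinuous kinetic read over 2 h at RT.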
GAA inhib – blocks human lysosomal alpha-glucosidase; AID 1466; hit rate 0.005% among 200,000; purified human GAA, 4-MU-alpha-glucoside fluorescence; Potency, µM (doses to about 76.9 µM), without a hit: at the top dose activity change, negative = inhibition, actives largely listed as inhibitors; P10253;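 note: plate controls were uninhibited enzyme wells for no effect and no-enzyme background for full effect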
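qHTS format, compound range up to 77 uM. Human lysosomal enzyme at 4 nM, 400 uM 4-MU glucoside substrate, pH 5.0, 20 min room temperature; fluorescence after alkaline stop gives activity normalized to controls.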
aGlu spleen mod – inhibits or activates alpha-glucosidase in human spleen homogenate | P10253 | AID 2112 | Potency, µM (top dose mostly 79.9 µM), without a hit: top-dose activity change, negative = inhibition, usual class: inhibitors | human spleen homogenate, 4-MU-alpha-glucoside fluorescence | hit rate 0.006% among 240,000;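 note: 0% = enzyme with vehicle and -100% = no enzyme basal signal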
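AC50 values come from Hill-equation fits of concentration-response data, normalized to no-enzyme and full-activity controls. Enzyme source: 1 ug human spleen homogenate; 1 mM fluorogenic 4-MU glucoside, pH 5.0 citrate buffer, 37 C, 40 min.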
* = called active by the depositor; i = inactive; ? = inconclusive; . = not tested or not shown; [ ] = remark or other dose. Unless noted, calls come from the whole dose curve; as a rule, active = well fitted curve in the direction sought with a large enough effect; inconclusive = small, poorly fitted or top-dose-only effect, or another doubt; inactive = no such curve, though single readings can be large; an effect the other way counts as inactive or inconclusive. Unless noted, % is set by controls: 0 for no effect and ±100 for the full control effect; potency is the fitted concentration of half-maximal effect.

SMILES	GAA glycogen	TexasRed fluor	TRb SRC2 PPI	RGS12 GoLoco inh	L3MBTL1 inh	RECQ1 inh	GAA inhib	aGlu spleen mod
CCCSC1=C(C#N)C(c2ccc(O)c(OC)c2)CC(=O)N1 (stereo unspecified)	1.3%	-1.8%	-18.8%	1.8%	.	-9.2%	-1.1%	-10.2%
c1ccc2c(C[n+]3csc4ccccc43)cccc2c1	4.1%	2.3%	2.0%	14.0%	-0.9%	i	-1.5%	-5.9%
CCOC(=O)c1nn(-c2ccccc2)c(=O)cc1SC(C)C	-6.2%	1.6%	9.3%	-1.3%	0.8%	-4.3%	-0.7%	-2.5%
Nc1cc(=O)[nH]c(SCC(=O)Nc2ccc(F)c(Cl)c2)n1	-11.9%	-5.4%	2.2%	12.6%	.	-10.5%	14.9%	1.2%
Cc1ccccc1Nc1nc(N)nc(COC(=O)c2ccccc2)n1	-4.3%	0.0%	-8.2%	138.3%[activator]	4.1%	3.8%	-2.9%	-9.9%
Cc1cccc2cc(COC(=O)c3cccc([N+](=O)[O-])c3)c(=O)[nH]c12	6.5%	-5.3%	-2.0%	9.4%	-3.1%	3.8%	.	3.7%
O=C(Cl)c1ccc([N+](=O)[O-])cc1	.	-2.1%	1.3%	-30.4%	.	4.3%	.	-6.2%
O=C(Cc1cnc2ncnn2c1)N1CCc2c([nH]c3ccccc23)C1c1ccccc1F (stereo unspecified)	-7.2%	0.3%[53 µM]	-0.8%[53 µM]	12.6%	-11.9%	-12.3%	?	-9.7%
O=C(Nc1ccccc1-c1nc2ccccc2s1)c1ccc(Br)o1	-6.3%	-2.7%	-9.6%	-4.7%	.	-8.9%	2.9%	-2.4%
Cc1ccccc1CN(C)CC(=O)Nc1cccc(S(=O)(=O)N(C)c2ccccc2)c1	1.1%	0.2%	0.2%	7.0%	-3.1%	-7.8%	?	-5.7%
O=C(Nc1cccnc1)C(Cc1ccccc1)n1cccc1 (stereo unspecified)	9.3%	-4.3%	0.3%	16.3%	-10.3%	-5.7%	-1.4%[15.4 µM]	-4.5%
CCn1c(SC(C)C)nnc1-c1c[nH]c2ccccc12	6.8%	-1.7%	-3.3%	-4.2%	.	-4.2%	-0.7%	1.6%
CC(C)N1C(=O)CC2(CC[N+](C)(CCOC(=O)C(c3ccccc3)c3ccccc3)CC2)C1=O (stereo unspecified)	-6.3%	-1.9%	-1.9%	11.2µM*	10.7%	-4.4%	-4.9%	-8.6%
CCN1C(=O)CCC(C(=O)O)C1c1ccc(OC)cc1 (stereo unspecified)	2.8%	-2.1%	-4.8%	6.6%	-2.7%	-4.3%	-6.4%	-2.3%
Cc1cc(C)nc(Nc2ncc(O)n2-c2ccc(C)c(C)c2)n1	3.5%	-2.0%	0.2%	7.8%	.	-12.2%	-3.7%	-2.2%
CCS(=O)(=O)N1CCN(C(=O)CCC2CCCC2)CC1	-4.2%	-1.5%	-0.2%	-2.2%	9.9%	i	-0.3%	1.1%
CCO[C@H]1OC(C(=O)NC2CC2)=C[C@@H](c2ccc(C(F)(F)F)cc2)[C@@H]1CCCO	0.7%	0.4%	-3.0%	0.0%	2.6%	4.1%	.	1.0%
c1ccc2c(c1)CCCc1cc(NCCN3CCOCC3)nnc1-2	.	?	-8.1%[53 µM]	-4.7%[21.6 µM]	-1.9%	i	.	-0.7%[29.1 µM]
Cc1ccc(NC(=O)COc2ccc(/C=C3/SC(=Nc4ccccc4)N(Cc4cccnc4)C3=O)cc2)cc1	-2.9%	-3.6%	0.7%	-5.4%	.	5.8%	3.6%	-3.8%
Cc1cc(C)[n+](-c2ccc(Oc3ccccc3)c(S(=O)(=O)[O-])c2)[nH]1	0.2%	-3.1%	0.7%	2.0%	-3.0%	4.9%	.	1.5%
C/C(=N/NC(=O)c1cccs1)c1c(C)[nH]n(-c2nc3ccccc3s2)c1=O	-2.3%	-5.2%	4.2%	8.2%	18.7%	-7.5%	6.2%	-8.6%
Cc1c(N=Cc2cccnc2)c(=O)n(-c2ccccc2)n1C	?	-5.0%	-12.6%	-0.2%	-1.1%	-0.4%	-3.3%	-8.4%
CCCOc1ccc(N2C(=O)CC(N(Cc3ccc(OC)cc3)C(=S)Nc3ccccc3)C2=O)cc1 (stereo unspecified)	13.6%	7.0%	9.1%	-7.9%	-10.8%	-1.8%	-1.3%	0.6%
CNc1nc2c(c(=O)n(C)c(=O)n2C)n1Cc1ccccc1	-14.1%	2.5%	4.4%	-27.6%	4.8%	i	-2.3%	3.4%
O=C(COc1ccccc1O)Nc1ccc(Cl)cc1	-23.6%	-3.5%	-5.3%	0.5%	2.2%	-3.5%	1.8%	-7.8%
COc1ccc(C(=O)OCC(=O)Nc2ccc(F)cc2F)cc1OC	14.3%	2.1%	7.0%	2.7%	1.4%	7.9%	2.7%	-8.8%
OC(COc1ccc2cc(Br)ccc2c1)CN1CCCC1 (stereo unspecified)	9.8%	-2.2%	-12.8%	9.0%	-2.8%	-6.9%	-1.1%	-4.1%
CCOC(=O)CCC(=O)N1CCNC(=O)C1	-8.8%	0.5%	9.5%	0.9%	-2.1%	0.8%	6.4%	-4.4%
CCO[C@H]1OC(C(=O)N2CCOCC2)=C[C@@H](c2ccccc2)[C@@H]1CCCO	4.7%	-1.6%	-4.0%	-0.1%	-1.0%	-7.0%	.	-2.6%
O=C(Nc1ccc2c(c1)OCO2)c1cc2n(n1)C(C(F)(F)F)CC(c1ccccc1)N2 (stereo unspecified)	-3.1%	-0.3%	-14.4%	3.9%	-0.2%	-2.1%	-3.3%	-3.7%
C=CCn1c(SCC(=O)Nc2cc(NC(C)=O)ccc2OC)nnc1-c1ccccn1	-2.7%	2.1%	2.0%	2.5%	-6.2%	i	4.0%	6.7%
CC(Sc1nnc(-c2ccccc2)c(-c2ccccc2)n1)C(=O)Nc1ncc(Cl)cc1Cl (stereo unspecified)	-7.3%	1.4%	-8.8%	22.0%	-10.8%	-19.9%	-3.5%	-0.8%
O=C(CSc1ccc(F)cc1)N1CCN(S(=O)(=O)c2ccccc2)CC1	-14.6%	1.1%	-9.3%	4.3%	?	-1.4%	?	-0.1%
CCCCNC(=O)c1cccc2c(=O)c(C)c(-c3ccccc3)oc12	3.0%	2.1%	1.7%	.	9.2%	-7.1%	-0.1%	-4.1%
CS(=O)(=O)c1ccc(Cl)c(NC(=O)COC(=O)CNC(=O)c2ccccc2)c1	6.4%	-3.1%	-3.3%	4.7%	0.5%	-3.4%	-7.6%	1.6%
CC(=O)Nc1ccc(S(=O)(=O)N2CCN(CCN3CCOCC3)CC2)cc1Cl	4.6%	0.5%	-2.6%	-3.3%	.	-8.6%	.	-1.8%

As entered above.
aGlu spleen mod with CCCCNC(=O)c1cccc2c(=O)c(C)c(-c3ccccc3)oc12 → -4.1%
TexasRed fluor with CCOC(=O)CCC(=O)N1CCNC(=O)C1 → 0.5%
L3MBTL1 inh with CCO[C@H]1OC(C(=O)N2CCOCC2)=C[C@@H](c2ccccc2)[C@@H]1CCCO → -1.0%
TRb SRC2 PPI with OC(COc1ccc2cc(Br)ccc2c1)CN1CCCC1 (stereo unspecified) → -12.8%
RGS12 GoLoco inh with CC(Sc1nnc(-c2ccccc2)c(-c2ccccc2)n1)C(=O)Nc1ncc(Cl)cc1Cl (stereo unspecified) → 22.0%

(continued)
SMILES	GAA glycogen	TexasRed fluor	TRb SRC2 PPI	RGS12 GoLoco inh	L3MBTL1 inh	RECQ1 inh	GAA inhib	aGlu spleen mod
O=C(O)c1nn2cc(CCO)cnc2c1Cl	4.5%	5.9%	4.6%	6.2%	20.3%	-2.0%	?	-0.7%
CCn1cc(C2=NOC(C(=O)Nc3cc(C)nn3-c3ccccc3)C2)c(C)n1 (stereo unspecified)	2.3%	-2.7%	-10.7%	10.8%	0.7%	-1.2%	4.8%	-13.8%
O=C(O)c1cc(N/N=C/C(Cl)=C/c2ccccc2)ccc1Cl	-2.4%	-2.7%	-3.9%	-3.7%	-14.7%	-4.7%	-0.1%	2.2%
COc1ccc(-c2cc(C(=O)Nc3ccc(C(N)=O)cc3)c3ccccc3n2)cc1OC	-11.2%	-1.0%	-0.7%	10.9%	23.1%	11.7%	10.9%	12.1%
COc1ccc(NC(=O)C2CCCN(S(=O)(=O)c3cnc[nH]3)C2)cc1 (stereo unspecified)	2.0%	-1.2%	-22.8%	1.2%	.	-10.5%	-5.9%	-4.2%
COc1ccc(/C=N/n2c(=O)[nH]c3c([nH]c4ccc(C)cc43)c2=O)cc1CN1CCOCC1	-7.8%	-2.0%	-14.3%	11.9%	-4.3%	-6.3%	?	10.7%
COc1ccc(CC(=O)Nc2ccc(S(=O)(=O)NC(C)C)cc2)cc1	1.4%	-1.8%	4.1%	7.5%	.	i	-3.0%	5.1%
COc1cc(/C=C(\C#N)c2nn(CCO)c(N)c2C#N)cc(OC)c1OC	-6.8%	-0.2%	8.5%	5.5%	-6.3%	i	-1.6%	-1.5%
Cc1cc(C)cc(N2C(=O)CC(Cn3nc(C)cc3C)C2=O)c1 (stereo unspecified)	1.8%	0.2%	1.6%	6.8%	-11.8%	-1.2%	.	3.3%
CCOc1ccc(NC(=O)C(=S)NC2CCCCC2)cc1	-12.6%	-0.9%	1.9%	16.7%	-11.3%	-6.0%	7.9%	0.9%
Cn1c(=O)cc(Cl)[nH]c1=O	-0.2%	-1.3%	-0.9%	0.5%	10.4%	i	-4.2%	5.6%
COc1cc(CCC(=O)Nc2ccc(C)c(S(=O)(=O)N(C)C)c2)cc(OC)c1OC	-9.3%	1.3%	-2.0%	12.4%	7.1%	-1.3%	-6.5%	5.8%
CCOC(=O)C(=Cc1ccc(Br)cc1)C(=O)OCC	2.3%	-2.3%	-4.4%	25.3%	-5.0%	-0.6%	-7.9%	3.6%

Two compounds drawn at random from those above:
SMILES	GAA glycogen	TexasRed fluor	TRb SRC2 PPI	RGS12 GoLoco inh	L3MBTL1 inh	RECQ1 inh	GAA inhib	aGlu spleen mod
CCOC(=O)C(=Cc1ccc(Br)cc1)C(=O)OCC	2.3%	-2.3%	-4.4%	25.3%	-5.0%	-0.6%	-7.9%	3.6%
CCN1C(=O)CCC(C(=O)O)C1c1ccc(OC)cc1 (stereo unspecified)	2.8%	-2.1%	-4.8%	6.6%	-2.7%	-4.3%	-6.4%	-2.3%

Not all compounds are listed; rates above refer to the full screens.
